D1 antagonist – Antagonist of Human D 1 Dopamine Receptor: qHTS; 360,000 compounds, 3.2% hits; AID 504652, 2011; activity change, negative = inhibition, % at 10 µM; HEK293 TREx D1 cells, calcium flux, dopamine EC80; active compounds read low; in the data active = activity change below about -30%; note: % is set by controls: 0 for no effect and ±100 for the full control effect
Target sequence (P21728 whole entry, looked up): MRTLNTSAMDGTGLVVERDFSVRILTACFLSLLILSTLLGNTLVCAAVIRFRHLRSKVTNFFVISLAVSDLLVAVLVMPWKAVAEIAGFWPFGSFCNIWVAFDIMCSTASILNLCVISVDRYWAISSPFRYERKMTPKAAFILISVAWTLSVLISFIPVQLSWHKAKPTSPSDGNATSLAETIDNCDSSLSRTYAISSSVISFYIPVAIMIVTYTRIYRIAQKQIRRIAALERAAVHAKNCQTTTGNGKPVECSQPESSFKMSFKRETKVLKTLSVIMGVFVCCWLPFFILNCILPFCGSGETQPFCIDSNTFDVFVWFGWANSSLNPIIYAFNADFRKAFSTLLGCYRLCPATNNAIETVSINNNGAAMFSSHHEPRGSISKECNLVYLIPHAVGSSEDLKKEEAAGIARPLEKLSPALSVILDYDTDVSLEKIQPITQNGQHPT
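Cells carrying a force-coupled, tetracycline-inducible human D1 receptor report calcium flux. Each well gets a 10 s baseline, compound with 180 s monitoring, then an EC80 dopamine stimulus with a second 180 s kinetic read.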
Glioma ERSR ind – qHTS for Inducers of the Endoplasmic Reticulum Stress Response (ERSR) in Human Glioma: qHTS | U87-MG GRP78 promoter luciferase reporter, 16 h | Potency, µM, without a hit: at the highest dose activation, most hits filed as activators | 420,000 compounds, 0.02% hits; note: potency is the fitted concentration of half-maximal effect; series mostly up to about 76 µM; % of control where 0% means no effect; nearly all actives have a fitted effect of over 35% in size
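Stably transfected U87-MG human glioma cells carrying a GRP78-based luminescent sensor were seeded at 1000 cells/well, pin-dosed with compounds and incubated 16 h. Luciferase reagent was then added, and end-point luminescence was read after 10 min at room temperature.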
D1 PAM – Potentiators of Human D1 Dopamine Receptor: qHTS; D(1A) dopamine receptor (Homo sapiens), P21728; HEK293 TREx D1 cells, calcium flux, dopamine EC20 potentiation; potentiation, % at 10 µM; 360,000 compounds, 0.036% hits; in the data active = potentiation above about 30%; note: 0% is about no effect
Vif-A3G inh – qHTS for Inhibitors of Vif-A3G Interactions: qHTS. DNA dC->dU-editing enzyme APOBEC-3G (Homo sapiens), Q9HC16. HeLa A3G-eYFP + Vif (tagged APOBEC3G with the HIV-1 protein that degrades it), YFP fluorescence, overnight. Potency, µM (titrated, usually from 46.1 µM), without a hit: at the top dose activity, negative = active, actives largely listed as inhibitors. 410,000 compounds, 0.076% hits. AID 602310, 2012;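 note: potency is the fitted concentration of half-maximal effect; % is set by controls: 0 for no effect and ±100 for the full control effect; nearly all actives have a fitted effect of over 60% in size; hits raise eYFP signal because A3G escapes Vif-driven loss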
Target sequence (Q9HC16 whole entry, looked up): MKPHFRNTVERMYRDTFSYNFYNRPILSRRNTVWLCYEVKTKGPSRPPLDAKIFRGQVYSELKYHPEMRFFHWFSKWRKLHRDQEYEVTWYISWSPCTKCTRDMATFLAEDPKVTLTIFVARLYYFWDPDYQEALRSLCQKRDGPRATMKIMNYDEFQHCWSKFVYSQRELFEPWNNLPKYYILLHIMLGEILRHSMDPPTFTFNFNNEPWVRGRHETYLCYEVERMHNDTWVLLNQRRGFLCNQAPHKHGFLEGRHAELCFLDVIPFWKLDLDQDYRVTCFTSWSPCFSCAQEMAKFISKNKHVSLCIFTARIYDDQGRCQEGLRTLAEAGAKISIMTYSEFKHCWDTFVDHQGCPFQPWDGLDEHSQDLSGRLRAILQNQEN
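Read-out is eYFP fluorescence (Ex 488/Em 500-530) from Vif-expressing HeLa A3G-eYFP cells; more signal means A3G escaped Vif-mediated degradation. Cells plated overnight, compound pinned in, incubated overnight at 37 deg C.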
RXFP1 antagonist – qHTS Assay for Antagonists of the Relaxin Receptor RXFP1 | HEK293-RXFP1, relaxin-stimulated cAMP HTRF, 30 min; active compounds read low | 350,000 compounds, 0.59% hits | activity change, negative = inhibition, % at 57.5 µM | AID 1259400, 2018;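 active = activity change of -60% or lower, but not beyond a set lower limit; inconclusive = change between -60% and -40%, or beyond the set limit; inactive = change above -40%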; note: % is set by controls: 0 for no effect and ±100 for the full control effect
D2 potentiator – HTS Assay for Positive Allosteric Modulators of the Human D2 Dopamine Receptor: Primary Screen for Potentiators. D(2) dopamine receptor (Homo sapiens), P14416. HEK293 T-REx D2, calcium flux, EC20 dopamine potentiation. potentiation, % at 10 µM. 340,000 compounds, 0.34% hits. AID 485347, 2010;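 active = potentiation over 3 SD above the plate norm, cut at about 30% in these data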; note: 0% is about no effect
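Using a no-wash calcium dye in inducible, force-coupled HEK293 Trex cells expressing D2, we tracked fluorescence each second for 180 s after compound, then for 180 s after EC20 dopamine to detect augmented signalling.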
D1 agonist – Allosteric Agonists of the Human D1 Dopamine Receptor: qHTS; D(1A) dopamine receptor (Homo sapiens), P21728; HEK293 T-REx D1 cells, calcium flux, agonist mode; activation, % at 2 µM; 360,000 compounds, 1% hits; AID 504660, 2011; in the data active = activation above about 30%; note: 0% is about no effect
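Tetracycline-induced HEK293 TREx D1 cells, force-coupled to calcium signalling, were dye-loaded with a no-wash calcium kit. Compound was pin-added after a 10 s baseline. Fluorescence was read kinetically at 1 cycle/s for 180 s, with calcium rises flagged as agonism.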
RXFP1 ag – qHTS Assay for Agonists of the Relaxin Receptor RXFP1; Relaxin receptor 1 (Homo sapiens), Q9HBX9; HEK293T-RXFP1 cAMP TR-FRET, 30 min; response scale: percent of porcine relaxin response, buffer zero; Potency, µM (highest dose often 57.5 µM), for inactives: at the top dose activation, most hits filed as activators; 370,000 compounds, 0.3% hits; AID 2676, 2010; note: potency is the fitted concentration of half-maximal effect; % is set by controls: 0 for no effect and ±100 for the full control effect; nearly all actives have a fitted effect of over 60% in size; many of its hits are not listed in these tables
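HEK293T cells stably expressing RXFP1 were pretreated with the PDE4 inhibitor Ro 20174, exposed to compounds for 30 min at 37C, lysed, and cAMP was read by TR-FRET. Data normalized to buffer (basal) and 29 nM porcine relaxin (100%).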
Vif-A3F inh – qHTS for Inhibitors of Vif-A3F Interactions: qHTS; Potency, µM (highest dose often 46.1 µM), for the others: at the highest dose activity, negative = active; 390,000 compounds, 0.2% hits; HeLa A3F-eYFP + Vif (tagged APOBEC3F with the HIV-1 protein that degrades it), YFP fluorescence increase; note: potency is the fitted concentration of half-maximal effect; % of control where 0% means no effect; nearly all actives have a fitted effect of over 65% in size
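HeLa cells stably expressing Vif plus C-terminally eYFP-tagged A3F were seeded, incubated overnight at 37 deg C, dosed with compound, incubated overnight again at 37 deg C. Yellow fluorescence (Ex 488/Em 500-530) reported blocked Vif-mediated A3F-eYFP degradation.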
Active calls of the source: *; ? = inconclusive; · = not tested or not shown. Unless noted, calls come from the whole dose curve; as a rule, active = well fitted curve in the direction sought with a large enough effect; inconclusive = small, poorly fitted or top-dose-only effect, or another doubt; inactive = no such curve, though single readings can be large; an effect the other way counts as inactive or inconclusive. Only part of the results is shown; count on the stated rates, not on these rows.

SMILES	D1 antagonist	Glioma ERSR ind	D1 PAM	Vif-A3G inh	RXFP1 antagonist	D2 potentiator	D1 agonist	RXFP1 ag	Vif-A3F inh
CCOc1ccc(S(=O)(=O)NN2Cc3ccccc3C2=N)cc1	-5	-5%	2	-1%	8	7	2	-0.3%	-1%
O=C1CN(c2ccccc2Cl)C(=O)CN1c1ccccc1Cl	-1	-3%	0	-4%	2	9	2	2.2%	0%
CCSc1ccccc1C(=O)NC1CCCCC1	4	-2%	-4	-1%	-3	13	1	-0.7%	-4%
Cc1csc(NC(=O)CCNS(=O)(=O)c2ccc3c(c2)c(=O)n(C)c(=O)n3C)n1	9	-3%	4	-1%	13	-1	-1	0.7%	-1%
CC(C)(C)c1ccc(-c2csc(NNC3=NCCCCC3)n2)cc1	·	1%	1	2%	-4	-3	0	0.5%	-7%
COc1ccc(N/C=C\C(=O)c2ccc(Br)cc2)cc1OC	-27	8%	-14	-29%	-8	-4	3	0.3%	32µM*
Cc1ccc(CCNC(=O)c2c3c(nc4ccccc24)C(=O)N(C2CCCCC2)C3)cc1	9	0%	-6	0%	-72*	-4	2	2.1%	-5%
CC1=C(C(=O)Nc2cc(C(=O)NCCCOC(C)C)ccc2C)SCCO1	1	-5%	-2	-1%	-5	2	-1	0.1%	14%
CCn1ccc2cc(S(=O)(=O)N3CCCN(C(=O)Nc4cc(Cl)ccc4C)CC3)ccc21	8	-4%	-1	-3%	·	9	11	3.3%	0%
COC(=O)c1nnn(-c2ccsc2C(=O)OC)c1C(=O)OC	-3	2%	0	1%	0	-1	0	2.6%	-7%
CN(CC(=O)Nc1ccccc1Oc1ccccc1)Cc1ccccc1F	7	-6%	6	-1%	-17	-1	8	1.6%	0%
Cc1cc(C(=O)NC2CCCN(Cc3ccc(Cl)cc3)C2)n(C)n1 (configuration not stated)	3	-3%	0	1%	1	-4	3	-0.8%	-5%
O=c1c(Cc2c(F)cccc2Cl)c(O)ccn1CCCN1CCOCC1	4	-1%	2	6%	-1	8	3	-0.2%	0%
O=C(CN1C(=O)NC2(CCCCC2)C1=O)N1CCN(S(=O)(=O)c2ccc(F)cc2)CC1	-3	-4%	-1	-1%	-14	1	2	1.3%	4%
COc1ccc(N2CCN(C3CCCCC3NS(=O)(=O)c3ccc(Cl)cc3)CC2)cc1 (configuration not stated)	28	-3%	-4	4%	-4	-7	2	0.6%	-6%
COc1ccc(CN(C(=O)Nc2ccccc2)c2ccccn2)cc1OC	2	1%	3	2%	·	9	1	3.1%	-2%
CC(C)C(C(=O)NCC1CCCO1)N(Cc1ccco1)C(=O)CNS(=O)(=O)c1ccc(F)cc1 (configuration not stated)	1	-5%	1	-3%	0	12	2	0.1%	11%
NC(=O)c1cc(N=Nc2c(N)[nH]n(-c3c(Cl)cc(Cl)cc3Cl)c2=O)ccc1Cl	4	1%	22	1%	-16	-6	2	-0.9%	0%
COc1ccc(C2SCC(=O)N2C)cc1 (configuration not stated)	-3	-2%	0	2%	5	1	0	-0.3%	-2%
CC(=C/c1ccccc1)/C=N/NC(=O)c1cnccn1	0	-5%	-3	-10%	3	·	2	0.6%	1%
CC(C)(c1ccccc1)c1ccc(OCCN2CCCC2)cc1	-8	-1%	-4	5%	1	-13	36*	-0.5%	-9%
C=CCNC(=O)CCC(=O)NNc1nc2ccccc2c2nc(-c3ccccc3)nn12	-1	2%	-2	2%	9	-4	3	-1.7%	2%
CC(C)NC(=S)NN(c1ccccc1)c1ccccc1	·	-6%	0	-10%	-13	10	5	-0.8%	·
CC(C)(C)NC(=O)N1CCC(C(=O)O)CC1	-12	-2%	-5	-2%	1	·	3	-0.7%	2%
Cc1ccc(NC(=S)N(CCCN(C)C)Cc2cc3cc4c(cc3[nH]c2=O)OCO4)c(C)c1	1	1%	0	2%	-12	12	1	0.1%	17%

Next section, starting with the last two of the part before.
SMILES	D1 antagonist	Glioma ERSR ind	D1 PAM	Vif-A3G inh	RXFP1 antagonist	D2 potentiator	D1 agonist	RXFP1 ag	Vif-A3F inh
CC(C)(C)NC(=O)N1CCC(C(=O)O)CC1	-12	-2%	-5	-2%	1	·	3	-0.7%	2%
Cc1ccc(NC(=S)N(CCCN(C)C)Cc2cc3cc4c(cc3[nH]c2=O)OCO4)c(C)c1	1	1%	0	2%	-12	12	1	0.1%	17%
CC(=O)c1cccc(NC(=O)c2sc3nc4n(c(=O)c3c2C)CCCCC4)c1	1	-1%	0	-1%	0	-5	0	5.0%	-2%
CC(=O)Nc1ccc(NC(=O)C(C)OC(=O)c2ccc(C)s2)cc1 (configuration not stated)	·	-6%	-2	1%	-2	12	0	0.6%	-22%
CNC(=O)CS(=O)(=O)CC(=O)Nc1cc(OCCOC)c(Cl)cc1Cl	1	3%	-4	0%	3	3	0	-0.1%	14%
CCOC(=O)c1[nH]c(C)c(CCC(=O)NCc2cccc(Cl)c2)c1C	0	0%	-3	-1%	-7	10	-1	-4.7%	0%
CC(C)N1C(=O)C2ON(c3ccccc3)C(c3cccs3)C2C1=O (configuration not stated)	-12	-2%	-2	6%	-5	-11	2	1.4%	-4%
CCc1ccc(C(C)NC(=O)/C(C#N)=C\c2cn[nH]c2-c2ccccc2)cc1 (configuration not stated)	1	-2%	-5	0%	-3	-5	3	-2.4%	-2%
CCOc1ccc(CCNC(=O)CCc2c(C)nc3ncnn3c2C)cc1OCC	15	-2%	2	0%	10	11	3	-1.1%	-9%
COc1ccc(Cc2nnc(SCC(=O)NC3(C#N)CCCCC3)n2N)cc1	35	0%	-2	-6%	10	9	3	-1.3%	-13%
O=C(CSc1nc(=O)n(Cc2cccnc2)c2c1CCC2)Nc1ccc(F)cc1F	·	-3%	4	2%	·	12	-3	9.5%	0%
COc1ccccc1CNC(=O)C1Cc2ccccc2C(=O)O1 (configuration not stated)	5	3%	2	-1%	-1	-2	1	1.1%	3%
Cn1cc(S(=O)(=O)N2CCCCC2)cc1C(=O)N1CCN(c2ccccc2F)CC1	9	0%	-1	2%	·	12	0	-2.3%	0%
Cc1cc(C(F)(F)F)nc(SCC(=O)NC2CC3CCC2C3)n1 (configuration not stated)	23	1%	-8	3%	10	·	3	0.4%	-10%
CC1CCCC(C)N1C(=O)Cc1ccccc1 (configuration not stated)	-4	1%	2	0%	-1	-7	3	0.4%	-3%
Cc1ccc(NC(=S)N(CCN2CCOCC2)Cc2ccccc2F)cc1	2	-1%	0	0%	-11	-5	2	-1.6%	3%
CCCn1cc(S(=O)(=O)c2ccc(OC)cc2)c(=O)c2cc(F)c(N3CCCC(C)C3)cc21 (configuration not stated)	27	-4%	1	5%	-24	-1	4	4.7%	2%
O=c1c2cc(-c3ccccc3)sc2nc2n1N=C(c1cccs1)CS2	0	2%	-4	-15%	-1	-2	11	6.3%	1%
CCC(=O)NC(O)C(=O)c1ccc(C)cc1 (configuration not stated)	·	-4%	7	1%	10	20	-2	-3.5%	5%
COc1ccc(NC(=S)Nc2cccc(C(C)=O)c2)cc1OC	·	4%	-3	-2%	-13	4	0	-1.4%	-8%
CCOc1ccc(C(=O)NC(=S)NCc2cccnc2)cc1[N+](=O)[O-]	-11	-5%	-2	-6%	11	-1	2	3.4%	5%
Cc1ccc(N2CCN(C(=O)c3cccs3)CC2)cc1C	-5	1%	9	1%	-22	3	2	-0.8%	6%
Cc1c(CCC(=O)N2CCC(C(=O)O)(c3ccccc3)CC2)c(=O)oc2cc3oc4c(c3cc12)CCCC4	3	-8%	-3	-1%	·	15	-1	?	2%
O=C(Nc1ccc(Br)cc1F)C1CCCN(S(=O)(=O)c2cnc[nH]2)C1 (configuration not stated)	-3	-3%	·	0%	·	-1	2	-1.5%	4%
CCn1cc(CNC(=O)/C=C/c2ccc([N+](=O)[O-])cc2)cn1	4	0%	-7	1%	1	0	1	0.0%	-10%
CCN(CC)S(=O)(=O)c1ccc(-c2nnc(SCc3nnc(-c4ccccc4)o3)o2)cc1	-7	-1%	-1	0%	-11	9	2	0.3%	2%
O=C(CCc1nc2ccccc2c(=O)[nH]1)Nc1cc(C(F)(F)F)ccc1N1CCCC1	-24	-5%	-4	-7%	1	-8	1	1.4%	-14%
(continued)
SMILES	D1 antagonist	Glioma ERSR ind	D1 PAM	Vif-A3G inh	RXFP1 antagonist	D2 potentiator	D1 agonist	RXFP1 ag	Vif-A3F inh
O=S1(=O)C[C@@H](N2CCC(Cc3ccccc3)CC2)[C@H](COCc2ccccc2)N1	·	2%	·	1%	1	·	·	·	-12%
Nc1c(C(=O)N2CCOCC2)sc2nc3c(cc12)CCCC3	-6	-14%	-10	0%	-6	33*	0	13%	9%
Cc1nc2ncnn2c(C)c1C/C=C/c1ccccc1	-8	-6%	-5	2%	4	-6	4	20%	-1%
O=C(CNC(=O)c1ccc(Cl)cc1Cl)NCC(=O)Nc1ccccc1N1CCOCC1	0	-4%	1	1%	0	-2	-1	0.9%	-13%
CCC(C)NS(=O)(=O)c1ccc(N)cc1 (configuration not stated)	-2	-5%	-2	1%	21	4	2	2.4%	-1%
CC(=O)c1cnn(-c2cc(Oc3ccccc3C)ncn2)c1C	2	-3%	-11	0%	6	8	1	0.3%	·
CCNC(=O)CN1C(=O)NC2(CCCCCC2)C1=O	10	-1%	-6	2%	0	6	3	0.2%	-8%
CC(C)c1ccccc1OCC(=O)Nc1ccc2[nH]ncc2c1	-28	-3%	1	-9%	?	-7	10	3.2%	1%
CSc1nnc(-c2ccc(Cl)cc2Cl)o1	5	10%	-4	-3%	0	5	-1	3.7%	-5%

Compound activity deposited in PubChem by National Center for Advancing Translational Sciences (NCATS).
